Bioassay records deposited in PubChem BioAssay by several laboratories.
SUMO Mot1 rescue: SUMOylation pathway inhibition by Mot1-301 growth rescue. S. cerevisiae Mot1-301 growth rescue, ATP luminescence, 38.5C; percent above DMSO median, 100 means doubled. growth rescue, % at 18.8 µM. 1% of 320,000 active;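 active = every valid replicate shows activation above 250% relative to neutral control wells; inactive = the rest, any valid replicate at or below 250%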;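 note: OY570 slx delta 5 strain wells were the positive control but not used for scaling; some compounds called inactive have numbers as strong as hits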
phage Ecoli inh: E. coli growth loss with phage present; growth absorbance; inhibition, % at 11.9 µM; 0.26% of 360,000 active; AID 651602; in the data active = inhibition above about 11%
PfHsp90 yeast 2: inhibits growth of yeast expressing Plasmodium falciparum Hsp90; inhibition, % at 9.4 µM; S. cerevisiae expressing PfHsp90, BacTiter-Glo ATP, 48 h; yeast lacking PDR1 and PDR3 efflux regulators; 0.32% of 310,000 active;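 active = every replicate shows inhibition above about 80%, whatever the replicate mean, limit read from the data; inconclusive = mean inhibition reaches the set limit but some replicate falls short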;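 note: 0% = DMSO neutral controls and 100% = 20 µM radicicol positive controls; yeast relying on Plasmodium falciparum Hsp90 in place of its own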
Tat transport: inhibitors of E. coli Tat protein transport | E. coli MC4100 TorA-mCherry Tat export, fluorescence | inhibition, % at 10 µM | 0.036% of 340,000 active | AID 488895;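 active = mean replicate inhibition at least 50% and at least half of replicates individually reaching 50%; inconclusive = only one of the two criteria met; inactive = neither criterion met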;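 note: exported cargo escapes ClpAP degradation while cytoplasmic cargo is degraded and loses fluorescence; 0% = median of neutral control wells and 100% = median of NaSCN control wells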
AddAB inh: less growth of phage-infected E. coli with AddAB; E. coli expressing H. pylori AddAB, absorbance growth; inhibition, % at 11.9 µM; 0.29% of 330,000 active; in the data active = inhibition above about 12%;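 note: 0% = vehicle wells of infected cells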
Arrestin-AP2 inh: blocks beta-arrestin peptide binding to AP2 adaptin; FITC-arrestin peptide / GST-AP2 beads, flow cytometry; AP2 beta2 appendage carries R879A mutation; inhibition, % at 10 µM; 0.31% of 340,000 active;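 active = inhibition above a set limit, near 3 SD of compounds lacking own fluorescence, cut at about 54% in these data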;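 note: plate controls were DMSO wells for no effect and 5 µM unlabelled arrestin peptide for full effect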
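Assay system: GST-AP2 R879A bound to glutathione beads, E. coli-expressed; Medium: PBS with 0.05% Tween 20 and 0.1% BSA; Also added: fluorescein-tagged arrestin peptide at 50 nM final; Timing: 12 min plus 1 h, RT; Measured by: flow cytometry, FL1 (488/535 nm); Evaluation: percent drop in bead-associated FITC signal.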
PKA-R1A act: activates the PKA-R1A holoenzyme complex; P00514+P68181; PKA-R1A dissociation, Cy5-IP20 fluorescence polarization; scaled: DMSO 0%, 113 µM cGMP 100%; activation, % at 11.4 µM; 0.083% of 340,000 active; AID 504707;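 active = percent activation above the mean of all tested compounds plus 3 SD, cut at about 19% in these data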;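 note: higher means more PKAc released from R1A so a rise in polarization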
MOR-DOR inv ag: inverse agonist of human OPRM1-OPRD1 heterodimerization; AID 504357; inhibition, % at 9.3 µM; cell-based MOR-DOR heterodimer luminescence, inverse agonism; P35372+P41143; 0.21% of 340,000 active; in the data active = inhibition above about 22%, passing the limit was not always enough;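 note: 0% = cells with DMSO and 100% = wells without cells with DMSO; values of inactives mirror those of a sister screen read the other way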
E coli growth: bacterial growth inhibition, counter-screen for AddAB inhibitors; 0.27% of 330,000 active; AID 449728; inhibition, % at 11.9 µM; E. coli V3065 growth, OD600 absorbance, 18 h;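 active = inhibition above the campaign's mean inhibition across all tested compounds plus 3 SD, cut at about 9.9% in these data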;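 note: uninfected addAB+ strain grown without phage in ampicillin broth; 0% = DMSO wells and 100% = ciprofloxacin 0.95 µg/ml wells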
Pemphigus Ab inh: inhibitors of pemphigus antibody binding to human desmoglein-3. binding (percent of control), % at 10 µM. AID 588358. DSG3-coupled beads, scFv-anti-DSG3-GFP binding, flow cytometry; hits give low values. 0.48% of 310,000 active;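 active = binding more than 3 SD below its plate's average and above zero; inconclusive = below that plate limit but binding exactly zero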;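 note: hits lower antibody fragment binding to DSG3; some compounds called inactive have numbers as strong as hits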
Target sequence (P32926 whole entry, looked up, the tested form may be a part): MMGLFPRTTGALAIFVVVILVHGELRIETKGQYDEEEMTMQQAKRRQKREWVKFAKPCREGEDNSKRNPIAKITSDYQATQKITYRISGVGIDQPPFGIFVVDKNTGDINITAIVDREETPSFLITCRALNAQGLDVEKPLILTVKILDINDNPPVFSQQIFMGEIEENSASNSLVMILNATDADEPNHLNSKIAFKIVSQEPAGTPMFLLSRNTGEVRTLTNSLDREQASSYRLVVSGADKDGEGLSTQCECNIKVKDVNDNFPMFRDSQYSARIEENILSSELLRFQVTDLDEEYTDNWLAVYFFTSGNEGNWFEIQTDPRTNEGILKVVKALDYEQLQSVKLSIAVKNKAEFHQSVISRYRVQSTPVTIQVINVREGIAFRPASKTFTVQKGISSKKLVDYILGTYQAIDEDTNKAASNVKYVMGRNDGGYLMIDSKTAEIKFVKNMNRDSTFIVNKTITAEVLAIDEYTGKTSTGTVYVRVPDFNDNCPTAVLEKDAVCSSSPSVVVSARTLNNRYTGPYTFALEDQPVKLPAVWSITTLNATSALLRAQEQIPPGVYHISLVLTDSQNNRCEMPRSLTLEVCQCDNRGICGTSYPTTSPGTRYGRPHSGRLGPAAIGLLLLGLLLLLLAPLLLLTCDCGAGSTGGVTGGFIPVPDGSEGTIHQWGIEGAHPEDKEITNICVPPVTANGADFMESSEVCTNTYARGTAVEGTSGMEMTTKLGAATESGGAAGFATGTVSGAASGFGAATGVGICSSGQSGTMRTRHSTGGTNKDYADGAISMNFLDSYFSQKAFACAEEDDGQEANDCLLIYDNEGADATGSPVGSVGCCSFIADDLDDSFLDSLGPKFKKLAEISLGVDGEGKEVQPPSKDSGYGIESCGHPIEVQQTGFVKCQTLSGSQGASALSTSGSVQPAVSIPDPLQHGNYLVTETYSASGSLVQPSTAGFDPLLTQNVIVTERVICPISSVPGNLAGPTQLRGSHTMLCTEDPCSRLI
OPRM1-OPRD1 ag: OPRM1-OPRD1 heterodimerization agonism; 0.3% of 340,000 active; P35372+P41143; cells, luminescence; activation, % at 9.3 µM; AID 504326; in the data active = activation above about 18%;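 note: 0% = vehicle-treated cells and 100% = reference agonist; values of inactives mirror those of a sister screen read the other way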
* = called active by the depositor; ? = inconclusive; . = not tested or not shown; & = joins results of further samples.

SMILES	SUMO Mot1 rescue	phage Ecoli inh	PfHsp90 yeast 2	Tat transport	AddAB inh	Arrestin-AP2 inh	PKA-R1A act	MOR-DOR inv ag	E coli growth	Pemphigus Ab inh	OPRM1-OPRD1 ag
O=C(O)c1ccccc1/C=N/N1CCN(C2c3ccccc3-c3ccccc32)CC1	8	4.3	18	6	-1.9	37	.	.	-3.0	101	.
CC1(C)Cc2nc(N)c(=O)sc2C1	5	-0.2	11	2	0.5	11	6	5	-2.0	83	-0.9
CCC(C)NC(=O)c1ccccc1NC(=O)C(C)N(c1ccccc1)S(C)(=O)=O (stereo not drawn)	-17	-2.0	-14	3	2.5	8	-11	1	0.2	106	-0.3
CC(C)Nc1nc(NC(C)C)nc(Oc2ccc(OCc3ccccc3)nn2)n1	-10	-1.2	-6	4	2.1	-12	3	11	0.8	.	-2.6
O=C(CN1CCN(Cc2ccccc2Cl)C1=O)NCc1ccco1	-5	1.8	.	0	-3.0	8	0	0	-1.6	88	0.1
CCCCN(CCCC)c1ncnc2nc[nH]c12	.	2.5	-4	5	-1.2	-7	-2	-12	1.3	99	2.1
CC1(C)Cc2nc(Cl)c(C#N)cc2CO1	-6	4.1	14	-5	3.4	25	-3	19	-1.1	99	-3.7
CC1CCC(C(C)C)C(OC(=O)Cn2c(-c3ccc(Br)cc3)[n+](C)c3ccccc32)C1 (stereo not drawn)	-24&-20	2.6&4.5	30&6	15&12	-0.3&4.5	6&22	5&-6	-9&-29	0.2&2.4	90&104	1.7&5.3
CCOc1ccc(NC(=O)c2sc3nc(N4CCOCC4)c4c(c3c2N)CC(C)(C)OC4)cc1	13	-0.2	4	3	-1.1	16	-5	17	0.1	91	-3.2
CCOC(=O)C1CCN(C(=O)COc2cc(C)c(Br)cc2C)CC1	-2	1.8	-22	5	1.7	-6	-9	15	3.6	109	-2.6
CC(OC(=O)c1ccccc1O)C(=O)Nc1ccc(Cl)cn1 (stereo not drawn)	21	3.1	-17	-1	0.9	19	19*	-22	1.3	101	4.5
CCN(CC)c1ccc(CN(C(=O)c2ccco2)C2CCS(=O)(=O)C2)cc1 (stereo not drawn)	2	.	6	-4	0.1	0	-6	15	-1.9	98	-2.8
CC(=O)c1ccc(S(=O)(=O)N2CCN(C(=O)CSc3ccc(C)c(C)c3)CC2)cc1	15	-1.7	-13	-2	-1.1	-9	-4	5	-2.8	111	-1.0
COc1cc2c(cc1OC)C(C(=O)N1CCCCC1)C(c1ccccc1F)N(C)C2=O (stereo not drawn)	2	1.7	-7	4	2.1	2	-5	1	-1.1	103	-0.2
CC1CCCC(NC(=O)c2ccc3snnc3c2)C1C (stereo not drawn)	7	2.2	-27	-6	4.1	1	-1	11	0.6	100	-2.0
CC(NC(=O)c1cc(-c2cccs2)on1)c1ccccc1 (stereo not drawn)	-14	3.8	.	-1	-0.3	20	10	-10	-2.2	100	1.8
Cc1cc(-n2cnnn2)cc(C)c1S(=O)(=O)N(C)c1ccccc1	-22	0.8	2	-7	3.4	-3	-3	4	-1.1	.	-0.5
Cc1ccc(CC2C(=O)N(CC(=O)O)C(=O)C2C)cc1 (stereo not drawn)	-5	1.0	.	-2	2.9	9	-1	0	-0.4	97	0.0
COC(=O)Cn1cnc2scc(-c3ccc(C)cc3)c2c1=O	28	3.9	-6	-5	4.8	0	0	11	0.7	146	-2.2
CCc1ccccc1NC(=S)Nc1cc(OC)c(NC(=O)C(C)C)cc1OC	-15	0.7	8	-19	1.0	21	-7	-16	2.9	106	3.0
CCN(CC)Cc1cc(C(C)(C)C)cc(N2CCOCC2)c1O	.	3.8	14	1	.	35	-1	-13	.	89	2.6
OC[C@@H]1CC[C@@H](Cc2ccc(-c3ccccc3)cc2)O1	.	1.0	-4	4	2.7	10	-2	8	2.7	99	-1.6
CC[C@@]12C(=O)N(c3cccc(Br)c3)C(=O)N1[C@H](c1ccc(Br)cc1)[C@@H]1C(=O)N(C(C)(C)C)C(=O)[C@@H]12	9	3.5	-4	2	5.3	23	2	-21	2.4	102	3.7
O=C(CCNc1n[nH]c(=O)[nH]c1=O)N1CCCCC1	-1	1.8	12	?	1.5	19	14	25	-1.3	102	-5.7
Cc1ccc(Cn2nc(C)c(NC(=O)c3noc4c3CCCCC4)c2C)cc1	-9	0.9	.	1	0.2	-7	-14	2	0.4	100	-0.3

Shown as comma-separated lines: entries from further up
mol,SUMO Mot1 rescue,phage Ecoli inh,PfHsp90 yeast 2,Tat transport,AddAB inh,Arrestin-AP2 inh,PKA-R1A act,MOR-DOR inv ag,E coli growth,Pemphigus Ab inh,OPRM1-OPRD1 ag
CC[C@@]12C(=O)N(c3cccc(Br)c3)C(=O)N1[C@H](c1ccc(Br)cc1)[C@@H]1C(=O)N(C(C)(C)C)C(=O)[C@@H]12,9,3.5,-4,2,5.3,23,2,-21,2.4,102,3.7
O=C(CCNc1n[nH]c(=O)[nH]c1=O)N1CCCCC1,-1,1.8,12,?,1.5,19,14,25,-1.3,102,-5.7

Next section:
SMILES	SUMO Mot1 rescue	phage Ecoli inh	PfHsp90 yeast 2	Tat transport	AddAB inh	Arrestin-AP2 inh	PKA-R1A act	MOR-DOR inv ag	E coli growth	Pemphigus Ab inh	OPRM1-OPRD1 ag
O=C(CCS(=O)(=O)c1ccccc1)Nc1ccc2c(c1)OCO2	-9	-1.8	5	-6	2.0	21	-8	9	3.8	103	-1.7
CC(C)C(C(=O)NC(C)(C)C)N1C(=O)c2ccccc2C1=O (stereo not drawn)	12	0.6	9	-9	1.5	-2	-4	11	-3.7	97	-1.8
COc1ccccc1C(=O)OCc1c(F)cccc1Cl	-14	-0.1	4	0	0.0	22	0	-10	0.9	103	1.7
C=C(c1ccccc1)c1ccc(N(C)C)cc1	-3	2.0	-15	-13	-2.1	-1	1	-6	-2.5	117	1.4
O=C(Nc1ccc2c(c1)CCC2)C1CCCN(c2ncccn2)C1 (stereo not drawn)	38	0.7	.	-12	2.8	1	5	5	3.2	106	-0.9
CCCc1nc2oc3c(=O)[nH]cnc3c2c2c1CCCC2	1	4.4	12	1	1.7	4	17	7	-1.7	96	-1.0
O=C(O)C1C2CCC(O2)C1C(=O)Nc1ccc(OC(F)F)cc1 (stereo not drawn)	-6	-1.8	4	12	2.0	-3	0	15	-1.7	118	-2.9
CC(C)(C)NC(=O)c1ccc2c(c1)C1C3CCC(C3)C1C(c1ccccc1)N2 (stereo not drawn)	32	2.7	6	0	3.9	-4	-5	-19	2.4	96	4.3
O=C(Cn1nnnc1CN1CCOCC1)N1CCC(c2cccc(Cl)c2)C1 (stereo not drawn)	-15	1.9	1	1	5.1	18	-11	9	-1.4	107	-2.8
O=C(NNc1ccccc1C(F)(F)F)c1sccc1Br	30	3.9	-2	-3	3.6	-15	-9	0	3.2	.	0.1
CCN(Cc1ccccc1)C(=O)CCNS(=O)(=O)c1ccc2c(c1)CC(C)N2C(C)=O (stereo not drawn)	7	1.1	7	-5	4.7	12	-1	9	-2.4	100	-1.6
Cc1cccc(C)c1NC(=O)CN(C)C(=O)c1ccccc1Sc1ccccc1C#N	-15	2.6	8	3	2.0	-6	-1	3	-3.9	100	-0.6
COc1ccc(C(c2sc3nc(C)nn3c2O)N2CCc3ccccc3C2)cc1 (stereo not drawn)	3	2.3	2	-5	1.0	14	-4	8	2.4	92	-1.4
CCOC(=O)N1CCN(C(=O)COC(=O)C2CCN(S(=O)(=O)c3c(Cl)cccc3Cl)CC2)CC1	7	1.8	.	-7	-1.5	-9	1	8	-0.5	104	-1.4
O=C(CCn1nnc(-c2cccs2)n1)N1CCc2ccccc2C1	1	0.5	-11	-5	-0.3	-4	-8	17	1.2	103	-2.9
CC(=O)Nc1ccc(S(=O)(=O)N2CCN(S(=O)(=O)c3ccc(F)c(F)c3F)CC2)cc1	2	-0.1	18	-6	0.2	5	14	3	2.2	102	-0.6
Cc1ccc(N(C)C(=O)c2cc(S(=O)(=O)N3CCCCC3)c[nH]2)cc1	212	4.2	0	-9	0.9	8	3	2	1.5	93	-0.3
O=C(c1ccccc1)N1CCN(S(=O)(=O)c2ccc(Cl)c(C(F)(F)F)c2)CC1	16	2.1	17	4	0.7	-13	-3	2	-0.5	102	-0.6
Cc1ccc(S(=O)(=O)N2CCN(C(=O)Cc3ccc(S(=O)(=O)N4CCOCC4)s3)CC2)cc1	321	-1.5	-13	12	-2.5	-11	0	12	-2.6	.	-1.8
O=S(=O)(Cc1ccccc1Cl)NCCc1ccc(F)cc1	-15	-0.7	-1	-2	2.5	-9	-1	17	0.5	105	-3.6
CCc1nnc(N2C(=N)SCC2=O)s1	-5	4.6	5	3	1.9	38	-4	13	1.0	103	-2.5
CCCc1nc2ccccc2c(=O)n1NC(=O)c1c(O)c2cccc3c2n(c1=O)CCC3	-4	4.2	-10	-1	3.6	-5	10	14	0.9	97	-2.4
O=C(NN(C(=O)C1CC1)c1nc2ccccc2s1)C1CC1	-10	2.6	15	6	2.2	0	-2	11	0.7	100	-2.2
COc1ncccc1-c1nnn(-c2ccc(F)cc2)n1	-1	3.2	27	8	3.4	2	-4	17	2.1	103	-2.9

4 neighbouring records from above, quoted:
SMILES	SUMO Mot1 rescue	phage Ecoli inh	PfHsp90 yeast 2	Tat transport	AddAB inh	Arrestin-AP2 inh	PKA-R1A act	MOR-DOR inv ag	E coli growth	Pemphigus Ab inh	OPRM1-OPRD1 ag
O=C(CCS(=O)(=O)c1ccccc1)Nc1ccc2c(c1)OCO2	-9	-1.8	5	-6	2.0	21	-8	9	3.8	103	-1.7
CC(C)C(C(=O)NC(C)(C)C)N1C(=O)c2ccccc2C1=O (stereo not drawn)	12	0.6	9	-9	1.5	-2	-4	11	-3.7	97	-1.8
COc1ccccc1C(=O)OCc1c(F)cccc1Cl	-14	-0.1	4	0	0.0	22	0	-10	0.9	103	1.7
C=C(c1ccccc1)c1ccc(N(C)C)cc1	-3	2.0	-15	-13	-2.1	-1	1	-6	-2.5	117	1.4

Single records, as listed above:
O=C(CCS(=O)(=O)c1ccccc1)Nc1ccc2c(c1)OCO2 is entered as SUMO Mot1 rescue: -9; phage Ecoli inh: -1.8; PfHsp90 yeast 2: 5; Tat transport: -6; AddAB inh: 2.0; Arrestin-AP2 inh: 21; PKA-R1A act: -8; MOR-DOR inv ag: 9; E coli growth: 3.8; Pemphigus Ab inh: 103; OPRM1-OPRD1 ag: -1.7
O=C(CCn1nnc(-c2cccs2)n1)N1CCc2ccccc2C1 is entered as SUMO Mot1 rescue: 1; phage Ecoli inh: 0.5; PfHsp90 yeast 2: -11; Tat transport: -5; AddAB inh: -0.3; Arrestin-AP2 inh: -4; PKA-R1A act: -8; MOR-DOR inv ag: 17; E coli growth: 1.2; Pemphigus Ab inh: 103; OPRM1-OPRD1 ag: -2.9
